TNAP activators = human TNAP enzyme activators, primary screen, biochemical, luminescent, no phosphate acceptor, uHTS (AID 1001) | purified TNAP, luminescent activation assay, no phosphate acceptor; higher activation fold means a stronger effect | activation fold at 20 µM; hits with a dose series show EC50 in µM | 200,000 tested, 0.03% active; in the data active = activation fold from about 3, or a potency from the dose series; inactive = the rest, 99 in 100 with activation fold below about 1.6; note: many of its hits are not listed in these tables
PhoP inhibition = inhibitors of PhoP regulon expression, primary screen, Salmonella Typhimurium, GFP reporter (AID 1863); S. Typhimurium PhoP-regulated promoter GFP reporter, 4 h; higher % means a stronger effect; inhibition, % at 50 µM; hits with a dose series show IC50 in µM; 300,000 tested, 0.16% active;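 active = inhibition over 29.93%, a cutoff 3 SD above the screen mean, later confirmed by dose response; inconclusive = inhibition over 29.93% but no dose response follow-up; inactive = inhibition at most 29.93% or unconfirmed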;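 note: 0% = low Mg2+ inducing control and 100% = high Mg2+ repressing control; strong numbers were not always called active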
human PMI inhibitors = MPI inhibition at elevated mannose 6-phosphate – biochemical, fluorescence intensity, high mannose 6-phosphate, primary screen (AID 1220) | recombinant PMI enzyme, coupled fluorescence intensity; higher % means a stronger effect | inhibition, % at 20 µM; hits with a dose series show IC50 in µM | 190,000 tested, 0.66% active
Ins promoter up = MIN6 insulin promoter up-regulation. z-score at 5 µM. MIN6 insulin promoter-GFP reporter, high-content imaging; active compounds read high. AID 1625. 190,000 tested, 0.3% active;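 active = z-score above 3 at 5 µM with at least 500 cells counted in the well; inconclusive = wells under 500 cells, flagged as cytotoxic or low count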
RSV CPE inhibition = RSV antiviral activity via CPE protection, HEp-2 cells, primary 10 µM value included (AID 2391) | HEp-2 cells, RSV-induced CPE inhibition; higher % means a stronger effect | CPE inhibition, % at 10 µM; hits with a dose series show IC50 in µM | 310,000 tested, 0.13% active; in the data active = a potency from the dose series; inconclusive = CPE inhibition mostly from about 23% at the one dose, without a potency; inactive = the rest, 99 in 100 with CPE inhibition below about 21%; note: strong numbers were not always called active
West Nile antiviral = West Nile virus antiviral activity, cell-based, CPE readout (AID 1621); 290,000 tested, 0.02% active; West Nile virus-infected cells, CPE inhibition; higher % means a stronger effect; one-dose CPE inhibition, % at 10 µM; IC50 in µM for titrated hits; in the data active = a potency from the dose series; inconclusive = CPE inhibition mostly from about 3.7% at the one dose, without a potency; inactive = the rest, 99 in 100 with CPE inhibition below about 2.2%; note: strong numbers were not always called active
human PMI inhibition = inhibitors of human PMI, primary screen, biochemical, fluorescence intensity, coupled assay (AID 1209) | purified PMI enzyme, coupled fluorescence intensity; higher % means a stronger effect | inhibition, % at 20 µM; hits with a dose series show IC50 in µM | 190,000 tested, 0.42% active;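 note: plate controls were DMSO vehicle for no effect and wells lacking substrate for full effect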
CSM14.1 death rescue = rescue of cells from ER stress-induced death, primary screen, 384-well, CSM14.1, thapsigargin, ATP luminescence (AID 1222). CSM14.1 thapsigargin-induced death rescue, ATP luminescence; higher % means a stronger effect. one-dose cellular ATP content (survival), % at 20 µM; EC50 in µM for titrated hits. 190,000 tested, under 10 active;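 active = EC50 below 50 µM in the dose-response confirmation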;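 note: death triggered by thapsigargin at about 15 µM added after 2 h compound pretreatment; cell ATP read after overnight thapsigargin exposure of roughly 18 to 22 hours; normalized against plate controls of thapsigargin alone and 5% DMSO vehicle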
Large T inhibition = TAg ATPase/helicase activity blockers – biochemical (AID 1903); SV40 large T antigen ATPase/helicase inhibition assay; higher % means a stronger effect; inhibition, % at 20 µM, or IC50 in µM where a hit was titrated; 310,000 tested, 0.39% active; in the data active = a potency from the dose series; inconclusive = inhibition mostly from about 32% at the one dose, without a potency; inactive = the rest, 99 in 100 with inhibition below about 32%; note: strong numbers were not always called active
Ins promoter up cell count = recorded beside Ins promoter up, whose call it bears; cell count; measured here: cytotoxicity, nuclei count;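 total cells summed across four imaged fields per well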
Active calls of the source: *; ? = inconclusive; . = not tested or not shown. Cut-off read from the data, not from the text of the source, unless noted: active = inhibition above about 50%; inactive = the rest.

SMILES	TNAP activators	PhoP inhibition	human PMI inhibitors	Ins promoter up	Ins promoter up cell count	RSV CPE inhibition	West Nile antiviral	human PMI inhibition	CSM14.1 death rescue	Large T inhibition
COc1cc(C2NC(=O)C(C#N)=C(S)N2c2ccccc2)ccc1OC(C)C (stereo not given)	1.1	4%	-8%	0.17	1268	4.7%	2.2%	-8%	2.0%	23%
COC(=O)c1ccc(NC(=O)CCc2nnc3ccc(NCc4ccco4)nn23)cc1	.	-3%	.	.	.	1.1%	0.3%	.	.	11%
O=C(CCCOc1ccccc1)N1CCc2ccccc2C1	1.1	1%	15%	-0.29	1312	0.5%	0.3%	17%	-2.2%	3%
COc1cccc(/C=C2\SC(=O)N(CC(=O)NC3C=CS(=O)(=O)C3)C2=O)c1 (stereo not given)	.	-3%	.	.	.	0.5%	2.1%	.	.	4%
O=C(/C=C/c1ccccc1)NC(=S)NNC(=O)c1cccnc1	1	-1%	1%	.	.	1.2%	-0.1%	4%	1.3%	17%
COc1ccc(-c2[nH]ncc2N=Nc2ccccc2)cc1	1.2	-7%	13%	0.1	1042	3.1%	.	22%	.	-2%
Cc1cc(Cl)ccc1C(=O)C1CCCN(C(=O)c2cnn(C(C)C)c2)C1 (stereo not given)	.	-2%	.	.	.	0.7%	-1.5%	.	.	12%
Cc1ccc(N2CC(C(=O)Nc3ccc4c(c3)OCO4)CC2=O)cc1C (stereo not given)	.	8%	.	.	.	-0.8%	-0.5%	.	.	-5%
Cc1ccc(Cn2nc(C)c(NC(=O)C3(C)CC3(Br)Br)c2C)cc1 (stereo not given)	1.1	-9%	3%	.	.	2.4%	-1.4%	6%	-1.6%	10%
O=C(Oc1ccc(-c2ccccc2)cc1)C1C2CCCCC21 (stereo not given)	1.1	-1%	12%	.	.	3.5%	0.2%	21%	-2.1%	3%
O=C(Nc1cc(=O)[nH]c(=O)[nH]1)c1cccc(C(F)(F)F)c1	.	-10%	.	.	.	-1.3%	0.4%	.	.	9%
CCn1cc(S(=O)(=O)c2ccc(C)cc2)c(=O)c2cc(F)c(N3CCN(C)CC3)cc21	.	2%	.	.	.	-0.5%	0.2%	.	.	3%
COc1ccc(OCCC(=O)OCC(=O)NC(=O)NC(C)C)cc1	1.2	-1%	-11%	0.46	913	1.8%	-0.4%	-7%	-2.5%	5%
CCOc1ccc(NC(=O)CC2C(=O)N(CC)C(=S)N2NC(=O)c2ccncc2)cc1 (stereo not given)	.	-10%	.	0.17	1049	4.6%	0.1%	.	.	2%
CS(=O)(=O)Oc1ccc(Br)c2cccnc12	.	-4%	.	.	.	14%	0.1%	.	.	3%
CCCNC(=O)NC(=O)CSc1nncs1	0.9	-10%	-2%	-0.06	1189	0.2%	-0.4%	-5%	-1.7%	10%
CC12CCC(C(=O)NC3CCCC3)(CC1=O)C2(C)C (stereo not given)	1.1	-13%	6%	-0.6	1195	-0.7%	-0.5%	8%	-4.0%	3%
O=C(NCc1nnc(SCC(=O)N2CCCC2)o1)c1c(F)cccc1F	.	-6%	.	.	.	0.8%	-0.2%	.	.	12%
COc1ccccc1NC(=O)N1CCN(C(=O)c2ccco2)CC1	.	-7%	.	.	.	1.7%	-0.1%	.	.	3%
COc1cc(F)ccc1S(=O)(=O)N1CCN(C23CC4CC(CC(C4)C2)C3)CC1	1.1	-2%	-10%	0.95	922	-1.4%	-1.9%	-2%	-1.2%	4%
COc1ccc2cc(C(C)C(=O)Nc3cccc(S(=O)(=O)N(C)C)c3)ccc2c1 (stereo not given)	.	1%	.	.	.	?	-1.8%	.	.	7%
CN1CCN(c2nc(-c3ccc(Cl)s3)cs2)CC1	1.2	8%	-5%	-0.31	1188	-3.1%	0.3%	-1%	0.7%	4%
CC(C)(C)c1ccc(C(=O)OCCN2CCCCC2)cc1	.	-2%	.	.	.	-1.2%	0.1%	.	.	9%
CCc1cc2c(N3CCCCC3)ncnc2s1	1.1	15%	-4%	-1.5	1027	9.6%	-0.1%	3%	-0.1%	32%
COc1ccc(C(=O)O/N=C(\N)c2ccc(Cl)cc2)cc1	.	1%	.	.	.	-0.1%	-0.3%	.	.	4%
C/C(=N\Nc1nc2ccccc2s1)c1cccs1	1.1	3%	8%	-0.25	1375	7.1%	-1.1%	9%	-1.5%	5%
CCOC(=O)CSc1nnc(-c2ccc(OC)cc2)n1CC	1.1	13%	5%	0.31	1238	2.3%	0.7%	4%	1.0%	3%
O=C(O)c1cc(Nc2cc(Cl)c3nonc3c2[N+](=O)[O-])ccc1O	.	-7%	.	.	.	3.8%	0.5%	.	.	40µM*
O=C(c1ccco1)N1CCN(Cc2cccc(F)c2)CC1	1.1	16%	0%	0.77	1061	0.2%	0.5%	13%	-2.7%	4%
Cc1ccc(CN2CCN(Cc3ccncc3)CC2CCO)o1 (stereo not given)	1.1	3%	4%	-0.46	1450	0.2%	0.2%	7%	-0.6%	4%
CCOC(=O)Cc1c(C)nc(SC)[nH]c1=O	1	-8%	-9%	0.13	1346	0.0%	1.1%	-10%	1.0%	2%
O=C(N/C(=C/c1ccco1)C(=O)N1CCCC1)c1cccs1	0.9	-2%	-1%	.	.	1.4%	-0.1%	1%	2.2%	10%
COC(=O)CSc1nnc(NC(=O)C2CC(=O)N(c3ccc(F)cc3)C2)s1 (stereo not given)	.	-5%	.	.	.	1.4%	-0.3%	.	.	17%
COc1ccc(CN2CC(C(=O)NCCC(C)C)CC2=O)cc1 (stereo not given)	1.1	2%	3%	-0.52	1137	-0.5%	0.6%	-3%	0.6%	10%
C=C(C)Cn1c(SCCN2CCOCC2)nc2c1c(=O)[nH]c(=O)n2C	1	8%	6%	.	.	1.1%	0.4%	12%	-1.8%	7%
CN(c1cccc(NS(=O)(=O)c2ccccc2)c1)S(C)(=O)=O	0.9	-1%	7%	-0.29	1436	0.5%	-0.2%	8%	0.0%	-2%
COc1ccc(-c2cc(C)no2)cc1S(=O)(=O)Nc1ccccc1	.	-8%	.	.	.	-0.2%	1.7%	.	.	1%
CCn1c(=O)c2cc(C(=O)N(C)c3ccccc3F)sc2c2ccccc21	.	0%	.	-0.73	1398	17%	0.1%	.	.	1%
Cc1nc2ccccc2n1CC(=O)NC(C)C1CC2CCC1C2 (stereo not given)	1.1	2%	4%	-2.9	913	5.8%	-1.1%	2%	-0.3%	0%
C=CC#CC1(O)CC(C)N(C)CC1C (stereo not given)	1.1	6%	9%	0.51	1068	-0.3%	-0.3%	5%	-0.5%	11%
Cn1c(SCC(=O)N/N=C/c2cccs2)nc2ccccc21	1.1	-1%	6%	-0.23	1926	-0.5%	0.1%	7%	-1.1%	5%
O=C(O)c1cccc2[nH]c(C(F)(F)F)nc12	0.8	-12%	-3%	-0.21	1272	-0.5%	0.1%	-13%	1.6%	8%
N#CCc1ccc(NS(=O)(=O)c2ccc(N3CCCC3=O)cc2)cc1	1	11%	-3%	-1.6	997	-1.2%	-0.3%	-5%	.	-3%
Cc1[nH]nc(S(=O)CC(=O)O)c1[N+](=O)[O-] (stereo not given)	1.1	-3%	-15%	-0.84	1265	2.2%	0.6%	-6%	-5.7%	5%
NC(=O)c1cc(Br)cc2c3c([nH]c12)CCCC3	0.9	12%	18%	2.3	1393	1.8%	3.1%	20%	-0.1%	0%
CC(NCCc1ccc(S(N)(=O)=O)cc1)C(=O)NCc1ccccc1 (stereo not given)	.	-2%	.	.	.	5.8%	-0.4%	.	.	6%
COc1cccc(/C=C2/C(=O)NN(c3ccccc3)C2=O)c1	.	-3%	.	.	.	6.4%	0.5%	.	.	27%
Oc1ccccc1N=Nc1ccccc1O	0.9	2%	-13%	?	.	.	?	-26%	0.3%	9%
NS(=O)(=O)c1ccc(CCNC(=O)CSc2nc3ccccc3c3nc(CCN4CCCCC4)nn23)cc1	1	7%	2%	-0.04	1097	1.4%	0.1%	-2%	0.9%	2%
Cc1ccc(S(=O)(=O)Nc2ccccn2)cc1[N+](=O)[O-]	1	9%	-2%	2	1162	0.2%	0.3%	-14%	-1.7%	8%
COc1cccc(/C=N/N2C(=O)NC3(CCCCC3)C2=O)c1O	1.3	2%	6%	1.1	875	2.1%	0.3%	3%	-4.2%	8%
COc1ccc2[nH]c(=O)c(CNC3CCCCC3)cc2c1	1.1	-12%	4%	-0.07	1245	0.0%	-0.1%	6%	.	5%
Cc1ccc(-c2csc(-c3c[nH]c4ccccc34)n2)cc1	1	9%	4%	.	.	12%	-0.2%	7%	-2.2%	-1%
CCOC(=O)c1sc(Nc2nc3ccc(OC)cc3s2)cc1C	1.2	13%	16%	1.2	1306	21%	2.1%	17%	4.9%	2%
N=c1c2c(-c3ccccc3)c(-c3ccccc3)n(Cc3ccco3)c2ncn1CCO	1.1	4%	-10%	?	.	0.2%	?	-2%	3.5%	7%
COc1ccc(NCc2nnc(SCC(=O)c3ccc(OC)cc3)o2)cc1	1.1	2%	12%	-0.71	819	-0.5%	1.2%	12%	0.1%	16%
O=S(=O)(c1ccc(Cl)cc1)n1cnc2ccccc21	.	-5%	.	.	.	2.4%	0.7%	.	.	9%
Cc1ccc(-c2cc(C(=O)Nc3c(C)n(C)n(-c4ccccc4)c3=O)[nH]n2)c(O)c1	1.2	-4%	9%	-0.28	1264	1.4%	0.8%	-3%	-1.0%	10%
Oc1c(CN2CCN(c3ccccc3)CC2)cc(Br)c2cccnc12	.	5%	.	?	.	5.4%	?	.	.	-7%
Cc1nnc(N2CCCC(C(=O)NCc3cccc(F)c3)C2)c2nn(-c3ccccc3)c(C)c12 (stereo not given)	.	-4%	.	.	.	0.2%	-0.3%	.	.	13%
The list continues:
SMILES	TNAP activators	PhoP inhibition	human PMI inhibitors	Ins promoter up	Ins promoter up cell count	RSV CPE inhibition	West Nile antiviral	human PMI inhibition	CSM14.1 death rescue	Large T inhibition
CCC1CCC(C(=O)NC(C(=O)NCCc2ccc(S(N)(=O)=O)cc2)C(C)C)CC1 (stereo not given)	.	-6%	.	.	.	-0.8%	-1.0%	.	.	5%
Cc1cccc(/N=C/c2sc3ccccc3c2O)n1	.	-4%	.	0.03	1465	0.8%	-0.4%	.	.	9%
COc1ccccc1-n1nnnc1SCC(=O)NC1CCCCC1	.	-6%	.	.	.	1.6%	-0.6%	.	.	10%
CC(OC(=O)c1ccc2c(=O)n3c(nc2c1)CCCCC3)C(=O)Nc1ccc(F)cc1Cl (stereo not given)	1	9%	1%	1.1	1339	0.7%	1.0%	3%	-3.0%	-3%

Another view of 3 compounds above:
compound,TNAP activators,PhoP inhibition,human PMI inhibitors,Ins promoter up,Ins promoter up cell count,RSV CPE inhibition,West Nile antiviral,human PMI inhibition,CSM14.1 death rescue,Large T inhibition
CCC1CCC(C(=O)NC(C(=O)NCCc2ccc(S(N)(=O)=O)cc2)C(C)C)CC1 (stereo not given),.,-6%,.,.,.,-0.8%,-1.0%,.,.,5%
Cc1cccc(/N=C/c2sc3ccccc3c2O)n1,.,-4%,.,0.03,1465,0.8%,-0.4%,.,.,9%
COc1ccccc1-n1nnnc1SCC(=O)NC1CCCCC1,.,-6%,.,.,.,1.6%,-0.6%,.,.,10%

The order is random, and some 1.5% of all compounds hit somewhere here.
